Assay outcomes (PubChem BioAssay)
p53 reactivation = qHTS assay for re-activators of p53 using a Luc reporter. hit rate 0.063% among 320,000. Potency, µM (highest dose often 92.2 µM), inactives show at the top dose activity change, positive = activation, actives largely listed as activators. H1299 p53-A138V BP100-luciferase reporter, luminescence, 24 h; note: potency is the fitted concentration of half-maximal effect; % of control where 0% means no effect; nearly all actives have a fitted effect of over 45% in size
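p53-null H1299 cells stably carrying temperature-sensitive p53-A138V and a BP100-luciferase reporter were pinned with compounds (4-point, 1:5 series) and held 24 hrs at 37 deg C. Luminescence was read 10 min after detection reagent.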
AT treatment = qHTS Assay for Identifying a Potential Treatment of Ataxia-Telangiectasia; AID 485349, 2010; […] A-T fibroblasts, KAP-1 phosphorylation AlphaLISA; neocarzinostatin DNA damage 30 min before lysis; Potency, µM (series often up to 57.5 µM), inactives show at the highest dose activation, hits mostly activators; hit rate 0.19% among 320,000; note: potency is the fitted concentration of half-maximal effect; % of control where 0% means no effect; nearly all actives have a fitted effect of over 45% in size
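hTERT-immortalized A-T patient fibroblasts ([…]), 500 cells/well in OPTI-MEM, 1% FBS, got compounds for 60 min, then NCS for 30 min at 37C. Lysates were then assayed for phospho-KAP-1 by AlphaLISA (anti-pKAP1 donor, anti-KAP1 acceptor beads), 6 hr at 25C.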
ELG1 DNA repair = qHTS screen for small molecules that inhibit ELG1-dependent DNA repair in human embryonic kidney (HEK293T) cells expressing luciferase-tagged ELG1; HEK293T ELG1-luciferase reporter, luminescence, 16 h; DNA damage induced by 5-fluorouridine; Potency, µM (doses to about 46.1 µM), inactives show at the top dose activity change, negative = inhibition, hits mostly inhibitors; hit rate 2.3% among 330,000; AID 504467, 2011; note: potency is the fitted concentration of half-maximal effect; % is set by controls: 0 for no effect and ±100 for the full control effect; nearly all actives have a fitted effect of over 55% in size
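HEK293T cells expressing luciferase-tagged ELG1 (2,000/well) received 5-Fluorouridine plus compound or DMSO for 16 hr at 37 °C. Luciferase was read by ONE-Glo luminescence after 30 min at room temperature.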
CXXC DNA block = qHTS Fluorescence Polarization Assay for Inhibitors of MLL CXXC domain - DNA interaction | MLL-CXXC / FITC-HOXA9 DNA fluorescence polarization | Potency, µM (series often up to 115 µM), without a hit: at the highest dose activity change, negative = inhibition, actives largely listed as inhibitors | AID 2662, 2010 | hit rate 0.037% among 290,000 | Histone-lysine N-methyltransferase 2A (Homo sapiens), Q03164; active = well fitted inhibition curve with a large enough effect in the polarisation, with a control signal flat, not every such curve was filed as active; inconclusive = small, poorly fitted or top-dose-only effect, or effect the other way, or a change in a side signal; inactive = no such curve, though single readings can be large or run the other way; the % refers to the polarisation; note: potency is the fitted concentration of half-maximal effect
Target sequence (Q03164 whole entry, looked up, the tested form may be a part): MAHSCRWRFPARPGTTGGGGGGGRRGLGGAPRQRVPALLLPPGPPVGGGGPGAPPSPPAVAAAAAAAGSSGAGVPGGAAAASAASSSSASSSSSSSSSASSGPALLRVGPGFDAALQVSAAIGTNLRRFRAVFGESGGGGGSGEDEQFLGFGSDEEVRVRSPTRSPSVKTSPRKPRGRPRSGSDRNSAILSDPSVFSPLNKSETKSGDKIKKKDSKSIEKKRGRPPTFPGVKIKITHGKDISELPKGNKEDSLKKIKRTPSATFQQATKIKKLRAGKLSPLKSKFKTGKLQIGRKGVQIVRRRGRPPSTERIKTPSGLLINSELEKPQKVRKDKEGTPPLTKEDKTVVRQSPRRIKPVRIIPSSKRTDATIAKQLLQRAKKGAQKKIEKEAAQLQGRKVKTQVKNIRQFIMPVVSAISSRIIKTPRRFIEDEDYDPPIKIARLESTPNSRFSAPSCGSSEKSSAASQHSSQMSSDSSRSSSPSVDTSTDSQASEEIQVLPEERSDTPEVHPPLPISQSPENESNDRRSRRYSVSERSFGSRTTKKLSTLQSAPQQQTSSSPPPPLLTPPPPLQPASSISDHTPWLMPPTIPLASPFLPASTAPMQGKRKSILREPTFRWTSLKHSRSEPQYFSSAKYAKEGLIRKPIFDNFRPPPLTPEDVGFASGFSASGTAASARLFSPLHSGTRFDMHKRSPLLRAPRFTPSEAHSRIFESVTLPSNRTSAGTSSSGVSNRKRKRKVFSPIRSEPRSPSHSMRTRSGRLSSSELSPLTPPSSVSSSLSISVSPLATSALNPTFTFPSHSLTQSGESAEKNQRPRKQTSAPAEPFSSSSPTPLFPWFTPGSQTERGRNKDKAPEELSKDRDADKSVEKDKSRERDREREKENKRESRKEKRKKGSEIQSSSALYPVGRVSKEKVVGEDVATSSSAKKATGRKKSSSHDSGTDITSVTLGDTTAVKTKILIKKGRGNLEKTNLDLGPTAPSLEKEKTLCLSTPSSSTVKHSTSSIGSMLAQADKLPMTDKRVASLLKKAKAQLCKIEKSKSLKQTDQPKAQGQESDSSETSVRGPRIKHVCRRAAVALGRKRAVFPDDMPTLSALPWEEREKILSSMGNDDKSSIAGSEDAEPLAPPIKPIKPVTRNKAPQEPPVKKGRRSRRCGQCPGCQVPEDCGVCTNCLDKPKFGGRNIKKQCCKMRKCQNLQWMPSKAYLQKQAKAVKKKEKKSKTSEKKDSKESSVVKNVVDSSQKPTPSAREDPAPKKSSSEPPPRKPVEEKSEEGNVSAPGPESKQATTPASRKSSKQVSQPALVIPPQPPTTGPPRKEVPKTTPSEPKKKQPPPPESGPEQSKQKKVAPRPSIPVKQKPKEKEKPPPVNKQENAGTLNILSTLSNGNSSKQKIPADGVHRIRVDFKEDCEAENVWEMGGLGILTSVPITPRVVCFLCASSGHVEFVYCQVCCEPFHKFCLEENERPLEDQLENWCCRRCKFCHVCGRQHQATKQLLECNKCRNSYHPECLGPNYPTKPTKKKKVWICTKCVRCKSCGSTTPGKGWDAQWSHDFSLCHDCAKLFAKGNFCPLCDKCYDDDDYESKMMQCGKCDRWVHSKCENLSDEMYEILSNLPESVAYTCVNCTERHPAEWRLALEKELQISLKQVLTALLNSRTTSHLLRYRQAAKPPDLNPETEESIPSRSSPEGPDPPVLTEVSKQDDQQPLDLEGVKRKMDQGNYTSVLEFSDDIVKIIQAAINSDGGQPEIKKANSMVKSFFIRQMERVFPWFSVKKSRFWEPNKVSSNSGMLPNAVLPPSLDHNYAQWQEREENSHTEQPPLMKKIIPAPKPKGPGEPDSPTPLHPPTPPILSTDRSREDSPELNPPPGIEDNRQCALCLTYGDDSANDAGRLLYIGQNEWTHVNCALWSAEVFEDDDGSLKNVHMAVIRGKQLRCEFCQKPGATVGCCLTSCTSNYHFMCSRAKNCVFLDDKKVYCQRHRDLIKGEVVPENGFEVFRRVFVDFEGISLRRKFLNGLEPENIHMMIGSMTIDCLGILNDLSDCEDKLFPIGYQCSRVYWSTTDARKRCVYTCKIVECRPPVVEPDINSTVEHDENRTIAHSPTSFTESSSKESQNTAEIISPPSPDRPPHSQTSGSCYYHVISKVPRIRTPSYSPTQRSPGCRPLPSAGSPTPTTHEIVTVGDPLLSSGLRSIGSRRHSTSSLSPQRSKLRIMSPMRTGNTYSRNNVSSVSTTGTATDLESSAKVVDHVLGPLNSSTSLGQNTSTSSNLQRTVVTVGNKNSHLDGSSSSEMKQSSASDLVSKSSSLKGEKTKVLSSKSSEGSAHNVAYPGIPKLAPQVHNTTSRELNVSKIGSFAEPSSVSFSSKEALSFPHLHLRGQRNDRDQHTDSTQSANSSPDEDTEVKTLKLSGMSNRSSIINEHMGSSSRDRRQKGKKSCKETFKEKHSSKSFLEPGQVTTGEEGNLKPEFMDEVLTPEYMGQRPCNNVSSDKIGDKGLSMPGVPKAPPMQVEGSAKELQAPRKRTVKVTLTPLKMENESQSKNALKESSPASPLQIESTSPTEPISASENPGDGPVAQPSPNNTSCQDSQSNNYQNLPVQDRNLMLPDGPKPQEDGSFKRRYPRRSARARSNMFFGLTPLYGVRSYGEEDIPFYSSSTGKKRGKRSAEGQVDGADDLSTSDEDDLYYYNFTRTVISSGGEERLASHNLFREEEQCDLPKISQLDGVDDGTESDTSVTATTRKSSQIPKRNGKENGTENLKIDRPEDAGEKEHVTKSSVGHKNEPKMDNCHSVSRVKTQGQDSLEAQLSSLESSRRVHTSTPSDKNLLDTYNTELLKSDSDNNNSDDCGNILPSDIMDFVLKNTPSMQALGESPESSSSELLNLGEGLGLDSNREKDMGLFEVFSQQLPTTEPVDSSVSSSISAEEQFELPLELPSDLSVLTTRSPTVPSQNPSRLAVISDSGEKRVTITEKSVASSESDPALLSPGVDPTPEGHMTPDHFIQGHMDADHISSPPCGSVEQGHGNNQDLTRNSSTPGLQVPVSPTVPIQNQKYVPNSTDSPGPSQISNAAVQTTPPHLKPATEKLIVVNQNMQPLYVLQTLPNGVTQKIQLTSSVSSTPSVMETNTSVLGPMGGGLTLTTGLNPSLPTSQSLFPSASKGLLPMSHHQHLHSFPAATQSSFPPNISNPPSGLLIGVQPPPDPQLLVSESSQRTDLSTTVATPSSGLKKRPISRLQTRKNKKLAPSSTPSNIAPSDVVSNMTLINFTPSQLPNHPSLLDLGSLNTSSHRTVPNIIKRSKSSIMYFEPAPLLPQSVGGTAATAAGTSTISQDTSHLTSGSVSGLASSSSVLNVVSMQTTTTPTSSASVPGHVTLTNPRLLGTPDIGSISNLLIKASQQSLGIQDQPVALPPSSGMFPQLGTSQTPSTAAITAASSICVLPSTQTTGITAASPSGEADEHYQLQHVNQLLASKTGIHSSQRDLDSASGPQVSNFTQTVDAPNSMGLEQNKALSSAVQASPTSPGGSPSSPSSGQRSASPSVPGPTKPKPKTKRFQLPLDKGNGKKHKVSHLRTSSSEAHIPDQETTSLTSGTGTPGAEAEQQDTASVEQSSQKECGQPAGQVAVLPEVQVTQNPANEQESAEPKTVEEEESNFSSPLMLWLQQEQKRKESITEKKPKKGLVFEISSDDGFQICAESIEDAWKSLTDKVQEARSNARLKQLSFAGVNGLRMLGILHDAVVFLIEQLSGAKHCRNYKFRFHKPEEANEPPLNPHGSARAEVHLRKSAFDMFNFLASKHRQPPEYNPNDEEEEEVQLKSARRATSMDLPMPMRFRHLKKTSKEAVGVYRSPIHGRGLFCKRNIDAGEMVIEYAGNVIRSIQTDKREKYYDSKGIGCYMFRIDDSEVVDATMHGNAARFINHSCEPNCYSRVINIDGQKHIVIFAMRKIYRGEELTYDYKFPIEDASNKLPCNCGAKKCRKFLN
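Steps: dispense CXXC domain solution (7 uM) → pin compounds or unlabeled HOX-A9 DNA control → 5 min ambient → add FLSN-HOX-A9 solution (50 nM) → spin → 30 min ambient → fluorescence polarization. Tris pH 7.5/NaCl/DTT/BSA buffer.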
TSG101-PTAP inh = qHTS Assay for Iinhibitors of HIV-1 Budding by Blocking the Interaction of PTAP/TSG101. Tumor susceptibility gene 101 protein (Homo sapiens), Q99816. Fluorescence polarization, FITC-PTAP peptide / Tsg101 binding. Potency, µM (series often up to 115 µM), for the others: at the highest dose activity change, negative = inhibition, most hits filed as inhibitors. 340,000 tested, under 10 active; active = well fitted inhibition curve with a large enough effect in the main read-out, with a control signal flat, not every such curve was filed as active; inconclusive = small, poorly fitted or top-dose-only effect, or effect the other way, or a change in a side signal; inactive = no such curve, though single readings can be large or run the other way; note: potency is the fitted concentration of half-maximal effect; % of control where 0% means no effect
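FP read-out: FITC-PTAP peptide, 50 nM final, binding Tsg101 binding domain, 10 uM final; 20 min, r.t.; 10 mM HEPES pH 7.5, 0.15 M NaCl, 0.01% Tween 20, 3 mM EDTA, 0.1 mM TCEP.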
TCR act = Activators of T cell receptors: qHTS campaign. primary human leukocytes, anti-CD3, IL-2 HTRF, 48 h. AID 504894, 2011. 330,000 tested, under 10 active. Potency, µM (titrated, usually from 9.22 µM), inactives show at the top dose activation of IL-2 secretion, usual class: activators; note: % of control where 0% means no effect
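48 hr co-incubation of compounds, a-CD3 beads and primary human leukocytes; IL-2 quantified homogeneously by HTRF with anti-IL-2 K and d2 conjugates.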
B2AR arrestin = qHTS assay of beta-arrestin-biased ligands of beta2-adrenergic receptor; Beta-2 adrenergic receptor (Homo sapiens), P07550; beta-arrestin recruitment to beta2AR, cell-based reporter; Potency, µM (top dose mostly 46.1 µM), inactives show at the top dose activation, actives largely listed as activators; hit rate 0.02% among 330,000; AID 492947, 2010;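 note: potency is the fitted concentration of half-maximal effect; 0% = DMSO controls and full agonism = EC100 isoproterenol or metaproterenol; nearly all actives have a fitted effect of over 65% in size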
TRPV1 agonist = HTS Assay for Compounds that Act as Agonists of the Vanilloid Receptor 1. Transient receptor potential cation channel subfamily V member 1 (Homo sapiens), Q8NER1. hit rate 0.19% among 320,000. activation, % at 8.33 µM. TRPV1-expressing cells, Fluo-8 calcium influx, agonist mode; in the data active = activation above about 80%; inconclusive = between about 30% and that limit; note: 0% is about no effect
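TRPV1-expressing cells were cultured overnight at 35.5C and loaded with Fluo-8 calcium dye for 40 to 90 min at room temperature. After a 10 s baseline, compound was added and calcium influx was read kinetically for 3 min (ex 480/em 520 nm).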
BRCA1 expr up = qHTS Assay to Identify Small Molecule Activators of BRCA1 Expression. Potency, µM (titrated, usually from 46.1 µM), for the others: top-dose activation, most hits filed as activators. hit rate 1.1% among 380,000. MCF7-BRCA1-FFLuc reporter, luminescence, 48 h; response scale: scaled: vehicle 0%, 10 µM genistein 100%; note: potency is the fitted concentration of half-maximal effect; nearly all actives have a fitted effect of over 80% in size; some results filed as inactive show a strong effect at the top dose
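Compounds are tested at multiple concentrations on MCF7 BRCA1-luciferase reporter cells seeded at 2000 per well; after 48 h, a single luminescence end-point is taken and curves fitted to the normalized data.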
a7 integrin act = qHTS for Activators of Integrin-Mediated Alleviation for Muscular Dystrophy; alpha7betagal myoblasts, beta-gal FDG fluorescence, 48 h; Potency, µM (top dose mostly 38.3 µM), inactives show top-dose activation, hits mostly activators; hit rate 0.064% among 350,000; AID 624291, 2012;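 note: potency is the fitted concentration of half-maximal effect; 100% = response of the positive control SU9516; nearly all actives have a fitted effect of over 60% in size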
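alpha7betagal+/- myoblasts (passage 13, 250/well) treated 48 h at 37C with compounds at 1:260 dilution of DMSO stock. Lysed, then beta-galactosidase activity read as FDG fluorescence (ex 480/em 540) after 30 min, with pre-read for autofluorescence.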
Starred values were filed as active, the others as inactive; ? = inconclusive; . = no result given; [ ] = remark or other dose. Unless noted, calls come from the whole dose curve; as a rule, active = well fitted curve in the direction sought with a large enough effect; inconclusive = small, poorly fitted or top-dose-only effect, or another doubt; inactive = no such curve, though single readings can be large; an effect the other way counts as inactive or inconclusive.

SMILES	p53 reactivation	AT treatment	ELG1 DNA repair	CXXC DNA block	TSG101-PTAP inh	TCR act	B2AR arrestin	TRPV1 agonist	BRCA1 expr up	a7 integrin act
FC(F)(F)c1ccccc1CN1CCCC(N2CCN(c3ccccc3)CC2)C1 (configuration not stated)	?	-4%	-6%	5%	1%	-3%	0.3%	5	-30%	?
CCCCOc1ccc(C2CC(=O)NC2=O)cc1 (configuration not stated)	4%	.	28%	-3%	-3%	2%	-0.2%	0	26%	-14%
CCc1ccc(C(=O)Nc2ccc3c(c2)n(C)c(=O)n3C)cc1	.	10%	?	-3%	-1%	.	0.0%	?	-63%	13%
COc1ccc(CNC(=O)C2CCN(C(=O)N(C)C)CC2)c(OC)c1	-1%	.	?	4%	-3%	3%	0.4%	0	-7%	1%
CN1CCN(C(=S)Nc2cccc(C(F)(F)F)c2)CC1	2%	1%	10%	12%	1%	-2%	-1.1%	-1	-18%	16%
CC(C)NS(=O)(=O)c1ccc(OCC(=O)N2CCCC2)c(Cl)c1	4%	-6%	-6%	-3%	-4%	-1%	0.0%	3	4%	-13%
Cc1ccc(OCC(O)CN2CCCC2)cc1 (configuration not stated)	10%	2%	7%	3%	3%	-2%	-0.5%	1	21%	-1%
COc1ccc(/C=N/NC(=O)c2ccc(F)cc2)cc1CN1CCc2cc(OC)c(OC)cc2C1C (configuration not stated)	12%	.	21µM*	27%	-2%	2%	0.4%	2	0%	-7%
CSc1nn2c(C(F)(F)F)cc(C(F)(F)F)nc2c1C(=O)O	5%	11%	-7%	-4%	-5%	-1%	-0.1%	-1	-1%	25%
C=CCNC(=O)C1CC(c2cccc(OC)c2)=NO1 (configuration not stated)	?	0%	26%	-2%	.	.	0.1%	3	2%	-21%
COc1ccccc1CNC(=O)c1ccc2c(=O)n(CCCN3CCCC3=O)c(=S)[nH]c2c1	-2%	-1%	-18%	3%	-4%	-8%	-0.3%	5	1%	-22%
ON=C1/C(=N\O)CC2(C/C1=N/O)OCCO2	3%	4%	-9%	10%	-5%	5%	-0.3%	1	1%	-11%
Cc1ncc(CN2CCC(CO)(CCc3ccccc3)CC2)s1	4%	-1%	8%	6%	-2%	2%	-0.9%	2	-5%	-37%[inhibitor]
CSCC(C)N1CCC(n2nccc2NC(=O)CCCc2ccccc2)CC1 (configuration not stated)	-5%	0%	-14%	?	?	-4%	0.1%	7	-8%	?
Cc1nnc(SCC(=O)Nc2ccc(N3CCOCC3)cc2)o1	-5%	-2%	6%	2%	-4%	8%	0.4%	1	9%	5%
O=C(O)C(Cc1ccc(O)c([N+](=O)[O-])c1)N1C(=O)c2ccccc2C1=O (configuration not stated)	.	.	.	.	-10%	-1%	.	.	7%	25%
Cn1cnc(C(=O)NCc2ccccc2)c1C(=O)NCc1ccccc1	2%	2%	5%	.	-3%	20%	0.2%	.	4%	-21%
O=C(Nc1ccc(Cl)cc1Cl)c1csc(-c2cccnc2)n1	2%	40µM*	?	-3%	3%	-1%	-0.1%	.	-46%	6%
O=C(NNC(=O)c1ccncc1)Nc1ccc(N=Nc2ccccc2)cc1	.	.	.	.	-3%	4%	.	.	?	-2%
Cc1nnc(C)n1/N=C/c1ccc(-c2ccccc2Cl)o1	-4%	-2%	?	5%	1%	11%	-0.1%	19	-9%	-103%[inhibitor]

Reformatted in CSV form: part of the list above.
mol,p53 reactivation,AT treatment,ELG1 DNA repair,CXXC DNA block,TSG101-PTAP inh,TCR act,B2AR arrestin,TRPV1 agonist,BRCA1 expr up,a7 integrin act
COc1ccc(/C=N/NC(=O)c2ccc(F)cc2)cc1CN1CCc2cc(OC)c(OC)cc2C1C (configuration not stated),12%,.,21µM*,27%,-2%,2%,0.4%,2,0%,-7%
CSc1nn2c(C(F)(F)F)cc(C(F)(F)F)nc2c1C(=O)O,5%,11%,-7%,-4%,-5%,-1%,-0.1%,-1,-1%,25%
C=CCNC(=O)C1CC(c2cccc(OC)c2)=NO1 (configuration not stated),?,0%,26%,-2%,.,.,0.1%,3,2%,-21%
COc1ccccc1CNC(=O)c1ccc2c(=O)n(CCCN3CCCC3=O)c(=S)[nH]c2c1,-2%,-1%,-18%,3%,-4%,-8%,-0.3%,5,1%,-22%
ON=C1/C(=N\O)CC2(C/C1=N/O)OCCO2,3%,4%,-9%,10%,-5%,5%,-0.3%,1,1%,-11%
Cc1ncc(CN2CCC(CO)(CCc3ccccc3)CC2)s1,4%,-1%,8%,6%,-2%,2%,-0.9%,2,-5%,-37%[inhibitor]
CSCC(C)N1CCC(n2nccc2NC(=O)CCCc2ccccc2)CC1 (configuration not stated),-5%,0%,-14%,?,?,-4%,0.1%,7,-8%,?
Cc1nnc(SCC(=O)Nc2ccc(N3CCOCC3)cc2)o1,-5%,-2%,6%,2%,-4%,8%,0.4%,1,9%,5%
O=C(O)C(Cc1ccc(O)c([N+](=O)[O-])c1)N1C(=O)c2ccccc2C1=O (configuration not stated),.,.,.,.,-10%,-1%,.,.,7%,25%
Cn1cnc(C(=O)NCc2ccccc2)c1C(=O)NCc1ccccc1,2%,2%,5%,.,-3%,20%,0.2%,.,4%,-21%
O=C(Nc1ccc(Cl)cc1Cl)c1csc(-c2cccnc2)n1,2%,40µM*,?,-3%,3%,-1%,-0.1%,.,-46%,6%
O=C(NNC(=O)c1ccncc1)Nc1ccc(N=Nc2ccccc2)cc1,.,.,.,.,-3%,4%,.,.,?,-2%
Cc1nnc(C)n1/N=C/c1ccc(-c2ccccc2Cl)o1,-4%,-2%,?,5%,1%,11%,-0.1%,19,-9%,-103%[inhibitor]
